EPAC1 antagonist = antagonists of human EPAC1 | 0.14% of 360,000 active | EPAC1 GEF assay, Rap1b-BODIPY-GDP exchange fluorescence | O95398 | Potency, µM (top dose mostly 115 µM), for the others: top-dose activity change, negative = inhibition, hits mostly inhibitors;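 further: potency means the concentration at half of the fitted maximal effect; plate controls were vehicle for no effect and positive control for full effect; nearly all actives have a fitted effect of over 50% in size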
GLP1R inv ag = acts as inverse agonist at human GLP-1 receptor. P43220. HEK293 GLP-1R CRE-luciferase, luminescence, 24 h; GLP-1R form is constitutively active. Potency, µM (highest dose often 38.3 µM), for the others: top-dose activity change, negative = inhibition, usual class: inhibitors. 1.6% of 410,000 active. AID 624417; further: potency means the concentration at half of the fitted maximal effect; on the % scale 0 is the no-effect control and ±100 the full control effect; nearly all actives have a fitted effect of over 55% in size
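Assay principle: reduced luminescence from a cAMP-responsive reporter in HEK293 cells co-expressing a constitutively active GLP-1R. Conditions: 24 hr compound incubation, 37 deg C, 5% CO2.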
PLK1 PBD block = inhibitors of human PLK1 polo-box domain binding; Potency, µM, for inactives: max response, negative = inhibition, most hits filed as inhibitors; Plk1 PBD binding of FITC phosphopeptide, fluorescence polarization; P53350; 2.8% of 360,000 active; further: potency means the concentration at half of the fitted maximal effect; series mostly up to about 57 µM; on the % scale 0 is the no-effect control and ±100 the full control effect; nearly all actives have a fitted effect of over 65% in size
PI5P4Ka inh = blocks human PI5P4K alpha kinase activity; 1.2% of 330,000 active; max response, %; P48426; AID 652105; PI5P4Kalpha enzyme, ADP-Glo luminescence, 60 min; hits give low values; active means max response of -50% or lower; inconclusive means between -30% and -50%; inactive means -30% or higher; further: value at the top dose of about 77 µM; on the % scale 0 is the no-effect control and ±100 the full control effect
Target sequence (P48426 whole entry, looked up): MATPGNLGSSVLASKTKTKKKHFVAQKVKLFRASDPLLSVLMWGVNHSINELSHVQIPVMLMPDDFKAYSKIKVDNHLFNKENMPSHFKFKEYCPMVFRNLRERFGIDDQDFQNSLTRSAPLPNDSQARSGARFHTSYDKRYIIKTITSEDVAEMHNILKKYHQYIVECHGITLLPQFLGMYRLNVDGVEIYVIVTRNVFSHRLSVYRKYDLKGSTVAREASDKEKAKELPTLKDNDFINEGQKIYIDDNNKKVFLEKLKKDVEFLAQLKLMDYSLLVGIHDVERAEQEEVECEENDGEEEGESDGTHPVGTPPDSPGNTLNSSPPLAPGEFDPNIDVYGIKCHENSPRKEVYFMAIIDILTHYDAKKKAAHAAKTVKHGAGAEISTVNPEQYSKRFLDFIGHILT
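Single end-point luminescence (ADP-Glo) quantified ADP from PI5P4Kalpha turnover; ATP 5 microM final, 1 h at RT, 0.1% CHAPS and 0.28 mM EGTA in HEPES pH 7.4.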
IL2 activator = activates IL-2 in a cell-based reporter assay; IL-2 activation reporter assay, cell-based qHTS; stimulated with anti-CD3/CD4/CD28 beads; in transgenic mouse T cells; activation, % (series mostly up to about 46 µM); 0.065% of 360,000 active; AID 652025; in the data active means activation above about 50%; inconclusive means mostly about 30% to 49%; further: 0% is about no effect
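Screening format: compound pinned onto unstimulated transgenic mouse T cells, 60 min incubation, then anti-CD3/anti-CD4/anti-CD28 bead stimulation for 18 hours at 37 degrees C, followed by EGFP and DsRed detection.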
PTHR1 ag = agonists of human PTHR1 parathyroid hormone receptor; HEK293 GP2 PTHR1 cells, GloSensor cAMP luminescence, 1 h; 0.075% of 410,000 active; Q03431; Potency, µM (highest dose often 115 µM), for inactives: at the highest dose activation, hits mostly activators; further: potency means the concentration at half of the fitted maximal effect; nearly all actives have a fitted effect of over 55% in size; some results filed as inactive show a strong effect at the top dose; inactives centre near -15; many of its hits are not listed in these tables
Target sequence (Q03431 whole entry, looked up): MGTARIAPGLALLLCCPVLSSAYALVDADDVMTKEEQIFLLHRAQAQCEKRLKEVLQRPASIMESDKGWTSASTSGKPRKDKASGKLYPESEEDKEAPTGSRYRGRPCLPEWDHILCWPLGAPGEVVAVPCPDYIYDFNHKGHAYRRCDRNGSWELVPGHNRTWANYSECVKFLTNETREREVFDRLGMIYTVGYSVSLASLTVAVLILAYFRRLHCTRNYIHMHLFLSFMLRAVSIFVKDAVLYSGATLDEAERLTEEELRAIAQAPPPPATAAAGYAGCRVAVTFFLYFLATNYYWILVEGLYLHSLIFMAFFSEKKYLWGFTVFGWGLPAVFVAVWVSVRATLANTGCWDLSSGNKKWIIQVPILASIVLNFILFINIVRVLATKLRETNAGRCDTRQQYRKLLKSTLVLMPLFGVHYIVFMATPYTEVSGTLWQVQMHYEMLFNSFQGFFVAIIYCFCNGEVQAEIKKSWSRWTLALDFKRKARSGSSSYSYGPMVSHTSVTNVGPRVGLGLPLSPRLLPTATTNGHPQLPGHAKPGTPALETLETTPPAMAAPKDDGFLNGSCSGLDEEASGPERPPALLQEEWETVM
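HEK-293-derived GP2 cells expressing PTHR1 and a GloSensor cAMP reporter, 3,000/well, plated overnight, given luciferin plus IBMX (each 0.5 mM as added) for 1 h at 37 °C, then compound for 1 h at 37 °C. Luminescence was read after 15 min at room temperature.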
GLP1R ag = activates the human GLP-1 receptor; P43220; HEK293 GLP-1R CRE-luciferase, luminescence, 4-6 h; cells express a hypersensitive GLP-1R form; Potency, µM (highest dose often 45.6 µM), inactives show at the top dose activation, actives largely listed as activators; 0.007% of 380,000 active; AID 624172; further: potency means the concentration at half of the fitted maximal effect; % of control where 0% means no effect
EPAC1 ag = EPAC1 (human) agonism | EPAC1 agonist qHTS, biochemical assay; response scale: 100% = response to 6.5 mM cAMP | O95398 | AID 720707 | 0.073% of 360,000 active | Potency, µM (series often up to 154 µM), for inactives: top-dose activation, usual class: activators; further: potency means the concentration at half of the fitted maximal effect; nearly all actives have a fitted effect of over 60% in size
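Fluorescent GDP-exchange assay: 100 nM EPAC1 with 250 nM Rap1B preloaded with BODIPY-GDP and 50 uM GDP; compounds tested as concentration series, 5 min at room temperature, then read every 5 min for 30 min (ex 480/em 540 nm); normalized to 6.5 mM cAMP.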
GLP1R cytotox = cytotoxicity in counter-screen for GLP-1R inverse agonists. HEK293 cAMP-luciferase reporter cells, luminescence, 24 h. Potency, µM (doses to about 38.3 µM), for inactives: at the top dose activity change, negative = inhibition, most hits filed as inhibitors. 0.13% of 410,000 active;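 further: loss of luciferase light is scored as toxicity; potency means the concentration at half of the fitted maximal effect; on the % scale 0 is the no-effect control and ±100 the full control effect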
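1536-well qHTS counterscreen of the MLSMR; 200 cells/uL, 12 h pre-incubation, 23 nL cpd, 24 h at 37 deg C 5% CO2, luciferase detection reagent, 12 min RT, luminescence. Inhibition = undesired.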
* marks the source's active call; other numbers are inactive results; i = inactive; ? = inconclusive; nt = no result given; [ ] = another dose, or the depositor's remark. Unless noted, the call rests on the fitted dose curve; in most records, active means well fitted curve in the direction sought with a large enough effect; inconclusive means small, poorly fitted or top-dose-only effect, or another doubt; inactive means no such curve, though single readings can be large; an effect the other way counts as inactive or inconclusive. A portion of the library; rates above refer to the full screens.

Sequence of screens: EPAC1 antagonist, GLP1R inv ag, PLK1 PBD block, PI5P4Ka inh, IL2 activator, PTHR1 ag, GLP1R ag, EPAC1 ag, GLP1R cytotox
NC(=O)CCN1CCN(Cc2cn[nH]c2-c2cccc3ccccc23)CC1
    8.2%, -0.2%, 19.2%, -5.7, 0.9, i, 8.5%, -1.9%, 6.7%
CC(C)(C)OC(=O)N1CCc2onc(-c3ccc(Cl)cc3)c2C1=O
    -16.6%, 3.0%, -16.6%, -1.1, -3.5, -29.2%, 15.0%, 12.1%, 5.3%
COc1cccc(CCc2nnc(CCC(=O)NC(C)c3c(C)nn(C)c3C)o2)c1 (stereo not drawn)
    -10.5%, -15.0%[7.66 µM], -8.6%, -1.4, -0.6, -0.2%, 4.4%, -0.3%, 7.4%[7.66 µM]
Cc1cccc(S(=O)(=O)NNC(=O)Cc2cccn2C)c1
    0.5%, -4.4%, 26.7µM*, ?, 1.0, -17.6%, -0.6%, 7.2%, 3.6%
O=C(C[n+]1ccc(C(=O)N/N=C/c2ccc(O)cc2)cc1)c1ccccc1
    -10.8%, -3.6%, -4.3%, 4.3, 1.9, i, 2.9%, 0.6%, 15.6%
CCN(CCCNC(=O)c1cc2c(=O)n(CC)c3ccccc3c2s1)c1ccccc1
    nt, -5.0%, nt, nt, nt, -46.8%[inhibitor], -0.2%, nt, 1.8%
Cc1cc(N)n(-c2ccc([N+](=O)[O-])cc2)n1
    -21.4%, -4.7%, -5.4%, 2.3, 0.2, -25.1%, 6.4%, -4.4%, -6.7%
CCCCCC(=O)Nc1ccc2ccccc2c1
    -15.0%, ?, -1.2%, 6.2, 0.7, i, 8.8%, -5.6%, 9.5%
C=CCN(CC(=O)NCC1CCCO1)C(=O)CCC(=O)Nc1cc(C)on1 (stereo not drawn)
    -1.2%, 5.0%, 2.4%, -0.5, 0.3, i, -1.4%, 2.7%, 4.2%
COc1ccc(S(=O)(=O)N2CCC(C(=O)N3CCOCC3)CC2)cc1
    -1.1%, 24.8%, -4.7%, -5.1, -0.3, -3.5%[57.5 µM], -1.8%, 2.3%, -0.2%
COc1cc(C#N)ccc1OC(=O)C1CCN(C(=O)c2ccc(F)cc2)CC1
    -13.9%, 15.3%, -3.3%, 1.4, -3.6, i, 0.0%, -2.3%, -2.4%
Cc1cc(C)nc(NC(=O)CSc2nnnn2-c2ccccc2)n1
    4.3%, 3.3%, 1.1%, -3.7, -2.4, i, 5.5%, 1.4%, 5.8%
CCNc1nc(SC(C(C)=O)C(C)=O)nc(N(C)C)n1
    -11.3%, -0.1%, -10.7%, 5.7, 0.4, i, -9.4%, 0.0%, 1.7%
CCCC(=O)OCC1CN(Cc2ccco2)S(=O)(=O)c2c(F)cccc2O1 (stereo not drawn)
    -23.2%, 1.1%, -21.3%, -10.0, 0.0, -10.8%, -2.1%, -0.2%, -5.6%
CSC(=NNC(=O)c1ccc(O)cc1)SC
    -0.9%, 16.1%, -9.0%, -12.4, -0.3, -7.5%[57.5 µM], 0.2%, 2.6%, -1.7%
CSc1ccccc1OCc1cc(C(=O)N2CCC[C@H]2C(N)=O)no1
    -4.2%, 16.9%, 6.2%, -7.1, -0.3, i, 8.7%, -15.5%, 1.3%
Cc1ccc(-n2cnc3c(=O)[nH]cnc32)cc1
    -1.1%, 17.9%, -6.0%, 6.3, 0.3, i, 10.6%, 10.4%, -2.8%
COc1ccc(-c2ccc(CN3C(C(C)C)C(=O)N(Cc4cn(CC5CCCCC5)nn4)CCS3(=O)=O)cc2)cn1 (stereo not drawn)
    -25.0%, -6.1%, -14.8%, -0.9, 2.0, -72.7%[inhibitor], 9.5%, -0.2%, 0.1%
CNc1ccccc1C(=O)OCC(=O)N(CCOC)c1c(N)n(CC(C)C)c(=O)[nH]c1=O
    -4.8%, 9.1%, 0.3%, -0.7, -0.6, -5.6%, -5.7%, -4.9%, 5.2%
COc1ccc(CNC(=O)c2ccc(Cn3cc(Cl)cn3)o2)cc1
    -2.0%, -21.6%, -11.0%, -3.0, 1.7, -2.9%, 14.0%, 11.0%, 9.2%
NC(=O)c1cc(S(=O)(=O)N2CCN(c3cccc(Cl)c3)CC2)cs1
    7.2%, 11.2%, -14.8%, 1.5, -2.3, -9.7%, 5.4%, -2.9%, -3.7%
O=C(O)c1c[nH]c2nccnc12
    -6.7%, 10.3%, -3.7%, -4.8, 0.3, -6.8%, -6.6%, 11.1%, 2.1%
COc1cc(/C=N/NC(=O)c2cc(-c3cccc(OC(C)C)c3)nc3ccccc23)ccc1O
    ?, ?, -3.4%, 15.1, 0.1, -25.0%, -3.9%, -4.7%, ?
CCCc1nc2cc(C)c(Br)c(C)n2c1Cc1ccc(OC)cc1C
    -10.9%, ?, -4.5%, 38.1, 0.1, i, 2.1%, 12.0%, 0.5%
O=C(Nc1ccc(OC(F)(F)F)cc1)c1cccc(-n2cnnn2)c1
    6.0%, ?, -2.7%, 13.1, -4.0, -32.6%[inhibitor], 0.5%, -5.0%, 11.6%
CNc1ccccc1C(C)(C)c1cc(-c2ccco2)n[nH]1
    -2.4%, 7.94µM*, -8.9%, nt, -0.1, -19.3%[57.5 µM], 2.1%, -1.2%, 1.0%
CCn1c(-c2ccc(C(C)(C)C)cc2)n[nH]c1=S
    -1.3%, ?, -14.0%, -13.5, -1.7, -11.0%, 8.4%, 3.4%, -11.9%
O=C(COC(=O)C1CCN(S(=O)(=O)c2ccccc2)CC1)NCCc1ccccc1
    -5.3%, 6.9%, -0.3%, -2.2, -0.2, i, 4.1%, 17.1%, -4.1%
CC(NC(=O)C12CC3(C)CC(C)(CC(C)(C3)C1)C2)C(=O)O (stereo not drawn)
    -5.2%, 9.4%, -9.1%, 14.9, -0.2, -13.1%, -0.1%, 8.8%, 7.5%
O=C(Nc1ccc(F)cc1Cl)c1ccc2c(=O)n3c(nc2c1)CCCCC3
    11.0%, 9.1%, -12.3%, -3.8, -2.1, -89.6%[inhibitor], -4.3%, -7.0%, -3.6%
COc1ccc(N2C(=O)N3[C@H](c4ccc(Cl)cc4)[C@@H]4C(=O)N(C5CCCCC5)C(=O)[C@@H]4[C@]3(C)C2=O)cc1
    -9.5%, -0.3%, -14.6%, -9.3, -0.1, i, -2.3%, -12.4%, -3.4%
O=C(c1cc(-c2ccc(Cl)cc2Cl)on1)N1CCN(C(=O)c2ccco2)CC1
    0.4%, 0.5%, -2.8%, -0.1, -2.3, -3.6%, 9.7%, 8.2%, 8.6%
CCc1noc(C)c1C(=O)NNC(=O)c1nn(C)c(=O)c2ccccc12
    -1.8%, 0.1%, -4.3%, -3.5, -0.2, -22.7%, -1.8%, 1.5%, 6.8%
CCn1c(SCC(=O)Nc2ccc(NC(C)=O)cc2)nnc1C1CC1
    0.0%, 2.0%, -9.0%, 2.3, -0.8, i, 7.5%, 0.2%, -7.9%
Cc1ccc(NCc2nnc(SCC(=O)Nc3ncc(C)s3)n2Cc2ccco2)c(C)c1
    -7.3%, -19.5%, -8.5%, 5.4, -2.6, -0.1%, -2.5%, 3.0%, -6.7%
C(=Nc1cccc2c(N=Cc3ccco3)cccc12)c1ccco1
    -5.3%, 19.8%, -9.4%, -26.9, 0.1, -0.9%, 13.2%, 10.1%, -22.4%
N#C/C(=C/c1ccc(N2CCCCC2)o1)c1cccc(F)c1
    7.7%, 0.0%, -8.7%, nt, 3.8, -10.3%[57.5 µM], -13.8%, -8.1%, -22.1%
CCNC(=S)NNC(=O)c1ccc(=O)n(Cc2ccccc2)c1
    -5.1%, 30.8%[activator], -19.9%, 12.0, 1.4, i, 4.9%, 9.5%, -1.3%
COc1ccccc1CNC(=O)Cc1csc(NC(=O)Nc2ccccc2OC)n1
    -18.8%, ?, -5.6%, -4.0, -1.3, -2.2%, -9.2%, -3.6%, ?
O=C(CN1C(=O)c2ccccc2C1=O)NCC1COc2ccccc2O1 (stereo not drawn)
    -0.6%, 2.6%, -1.6%, -0.5, -1.9, ?, -2.6%, 4.9%, 3.9%
c1ccc(CNc2nc(NCc3ccccc3)c3ccccc3n2)cc1
    ?, ?, -3.3%, nt, -2.0, -28.6%, -1.8%, 8.8%, ?
CC(=O)c1cccc(-c2cnc3c(NC=O)cc(-c4ccccc4)cn23)c1
    -15.1%, 1.9%, -8.6%, ?, -0.9, -88.8%[inhibitor], 9.9%, 0.6%, 3.3%
O=C(Nc1nccs1)c1cc(S(=O)(=O)N2CCOCC2)c(Cl)cc1Cl
    5.2%, 30.9%[activator], 0.5%, nt, -1.1, -93.8%[inhibitor], 0.2%, 8.4%, 22.8%
CCOc1ccccc1-n1c(SCC(=O)NCc2ccco2)nnc1-c1ccncc1
    -0.9%, 1.9%, -6.1%, 1.7, -3.7, -17.8%, 7.3%, -0.1%, 7.7%
O=C(COc1ccc(Br)cc1)Nc1ccc(NC(=O)c2ccccc2)cc1
    8.4%, -3.7%, 2.2%, 1.3, 1.8, -3.2%, -0.8%, 4.4%, -5.3%
CSc1cccc(NC(=O)CN(Cc2ccc(Cl)cc2)S(C)(=O)=O)c1
    -28.6%, ?, -8.0%, nt, -1.0, -0.7%[57.5 µM], -9.4%, 18.0%, -19.1%

Bioassay records: PubChem, National Center for Advancing Translational Sciences (NCATS)
